Assay outcomes (PubChem BioAssay)
JMJD2C inh – human JMJD2C demethylase inhibition; AID 2099; inhibition, % at 2.35 µM; 330,000 tested, 0.069% active; GST-JMJD2C(1-420) H3K9me3 demethylation, DELFIA europium; Q9H3R0;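 active = more than half of a compound's replicate wells show inhibition beyond 50%, single wells judged on their own value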;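 also: signal counts dimethyl H3K9 product captured on neutravidin plate; 0% = median of DMSO wells and 100% = 0.3 times that DMSO median; strong numbers were not always called active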
Target sequence (Q9H3R0 1-420 limits assumed): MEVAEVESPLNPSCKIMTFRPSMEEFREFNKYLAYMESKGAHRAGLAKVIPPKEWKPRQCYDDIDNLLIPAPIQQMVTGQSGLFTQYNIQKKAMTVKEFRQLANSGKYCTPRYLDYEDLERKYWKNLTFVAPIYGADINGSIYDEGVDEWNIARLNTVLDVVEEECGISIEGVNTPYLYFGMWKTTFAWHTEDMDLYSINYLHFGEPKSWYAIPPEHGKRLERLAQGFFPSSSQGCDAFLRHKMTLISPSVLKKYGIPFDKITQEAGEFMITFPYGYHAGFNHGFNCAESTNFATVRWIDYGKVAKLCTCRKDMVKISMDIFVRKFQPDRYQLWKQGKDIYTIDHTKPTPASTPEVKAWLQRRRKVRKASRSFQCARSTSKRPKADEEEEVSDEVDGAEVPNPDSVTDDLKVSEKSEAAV
CTSL1 counter – counter-screen for PFM18AAP inhibitors: inhibitors of F. hepatica cathepsin L1; recombinant F. hepatica cathepsin L1, Z-Leu-Arg-MCA fluorescence; inhibition, % at 5.96 µM; 300,000 tested, 0.49% active;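 active = inhibition above the mean of all tested compounds plus 3 SD, set per screening campaign, cut at about 17% in these data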;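 also: 0% = plate median of test compound wells and 100% = 1 µM Z-Phe-Ala-diazomethylketone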
VLA-4 inh – inhibition in a human VLA-4 binding assay | P13612 | VLA-4 expressing cells, ligand binding flow cytometry | inhibition, % (about 7 µM as worked out from the volumes in the protocol) | 330,000 tested, 0.2% active | AID 2557; in the data active = inhibition above about 50%
procasp3 activ – activates human procaspase-3; recombinant procaspase-3 D3A, Ac-DEVD-pNA absorbance 405 nm; activation, % at 8.5 µM; 330,000 tested, 0.11% active;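 active = activation above the mean of all tested compounds plus 3 SD, cut at about 21% in these data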;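 also: 0% = DMSO alone and 100% = DMSO wells spiked with extra 5 µM PC-3 D3A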
Target sequence (P42574 whole entry D9A/D28A/D175A): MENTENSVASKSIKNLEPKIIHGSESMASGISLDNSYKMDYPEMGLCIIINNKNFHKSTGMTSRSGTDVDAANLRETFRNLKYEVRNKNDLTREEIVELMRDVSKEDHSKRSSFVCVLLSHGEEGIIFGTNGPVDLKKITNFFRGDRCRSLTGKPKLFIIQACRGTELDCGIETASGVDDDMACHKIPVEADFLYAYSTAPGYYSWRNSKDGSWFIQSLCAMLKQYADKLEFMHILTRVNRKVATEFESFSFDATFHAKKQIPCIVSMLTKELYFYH
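System: Procaspase-3 D3A mutant. Medium: Zinc-free 300 mM NaCl, 50 mM HEPES, 0.01% Triton X-100. Schedule: 1 h preincubation plus 2 h reaction at 25 °C. Measured by: 405 nm absorbance of p-nitroaniline, reads at 0 and 120 min. Read-out: percent activation relative to control range.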
core dimer inh – HCV core protein dimerization inhibition | inhibition, % at 5 µM | AID 1899 | 300,000 tested, 0.33% active | TR-FRET GST/Flag-core106 dimerization, 1536-well;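 active = inhibition above the mean of all tested compounds plus 3 SD, set per screening campaign, cut at about 45% in these data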
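Assay system: Tagged HCV core106 pair (GST and Flag) | Buffer or medium: KF-containing HEPES buffer, pH 7.45, DTT, CHAPS, BSA | Also added: Eu donor and XL665 acceptor anti-tag antibodies | Dosing: One concentration, 5 µM, in 0.5% DMSO | Timing: 4 h at 22.5 °C | Technique: TR-FRET 671 and 617 nm emission | Repeats: Singlicate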
PP1 inh – blocks human PP1-alpha phosphatase, a PP5 counter-screen; purified PP1alpha, OMFP fluorescence; inhibition, % at 6.7 µM; AID 2235; P62136; 320,000 tested, 0.9% active;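 active = inhibition above the mean inhibition of all tested compounds plus 3 SD, computed separately for each screening campaign, cut at about 15% in these data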
proCasp7 act – activates human procaspase-7, counter-screen for procaspase-3 activators. recombinant procaspase-7, Ac-DEVD-pNA absorbance 405 nm; D23A/D198A/D206A triple mutant, cannot self-cleave; scale: DMSO 0, 5 µM enzyme 100. activation, % at 8.5 µM. P55210. 330,000 tested, 0.093% active;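 active = percent activation above the screen-wide mean plus 3 SD, cut at about 25% in these data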
Target sequence (P55210 whole entry D23A/D198A/D206A): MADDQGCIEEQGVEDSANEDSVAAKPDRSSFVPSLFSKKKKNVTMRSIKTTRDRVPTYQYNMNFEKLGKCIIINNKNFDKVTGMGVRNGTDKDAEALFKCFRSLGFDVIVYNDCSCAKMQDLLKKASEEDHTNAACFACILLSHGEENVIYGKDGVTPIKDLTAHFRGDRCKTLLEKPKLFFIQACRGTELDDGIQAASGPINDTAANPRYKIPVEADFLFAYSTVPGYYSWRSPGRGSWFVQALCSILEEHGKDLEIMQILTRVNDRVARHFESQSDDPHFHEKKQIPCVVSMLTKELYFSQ
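Detection: p-Nitroaniline absorbance at 405 nm, read at 0 and 120 min; system: Uncleavable procaspase-7 mutant enzyme; evaluation: % activation from two-timepoint absorbance difference, scaled to controls; times: 1 h enzyme–compound preincubation and 2 h substrate reaction, both 25 °C; buffer or medium: Zinc-free HEPES pH 7.4 with 300 mM NaCl, 0.01% Triton X-100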
PP5 primary – blocks human protein phosphatase 5 activity. P53041. purified PP5c, OMFP substrate fluorescence. inhibition, % at 6.7 µM. 320,000 tested, 0.18% active;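 active = inhibition above the campaign's mean inhibition across all tested compounds plus 3 SD, cut at about 9.5% in these data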;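 also: 0% = DMSO only and 100% = 100 µM cantharidin control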
GRK2 inh – human GRK2 inhibition via aptamer displacement | P25098 | bead flow cytometry, FAM-aptamer displacement from GRK2 | inhibition of aptamer binding, % at 10 µM | 330,000 tested, 0.59% active | AID 488847;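 active = inhibition of aptamer binding above 40%, roughly 3 SD of noise, on plates passing a quality check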;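 also: median bead fluorescence of bound FAM aptamer so fluorescent compounds give negative values; no value below 0 was filed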
An asterisk follows results filed as active.

`c1ccc(C2=Nn3c(nnc3-c3cc(-c4ccccc4)n[nH]3)SC2)cc1` gave JMJD2C inh -12.1, CTSL1 counter 1.2, VLA-4 inh -6.4, procasp3 activ -2.4, core dimer inh 28.3, PP1 inh 12.8, proCasp7 act -10.7, PP5 primary 3.7 and GRK2 inh 0.0.
For Nc1c(C(=O)Nc2ccc(Cl)cc2)sc2nc(N3CCOCC3)c3c(c12)CCCC3 the results were JMJD2C inh 1.0, CTSL1 counter 1.6, VLA-4 inh -7.9, procasp3 activ 0.9, core dimer inh 19.0, PP1 inh 0.1, proCasp7 act -20.3, PP5 primary -1.1 and GRK2 inh 2.0.
For O=C(CCC(=O)Nc1ccc(Br)cc1)N/N=C/c1ccccc1F the results were JMJD2C inh -0.6, CTSL1 counter -0.8, VLA-4 inh inactive, procasp3 activ 8.9, core dimer inh 3.4, PP1 inh 9.0, proCasp7 act 3.5, PP5 primary 3.2 and GRK2 inh 1.0.
Screening COc1cc(OC)c(C2=NOC(C(=O)NCCc3ccccc3)C2)cc1Cl (configuration not stated) returned JMJD2C inh -15.0, CTSL1 counter -0.1, VLA-4 inh 4.3, procasp3 activ 6.5, core dimer inh -2.4, PP1 inh 0.0, proCasp7 act 5.5, PP5 primary 0.7 and GRK2 inh 6.0.
For COc1cccc(Oc2ccc(S(=O)(=O)N3CCOCC3)cc2[N+](=O)[O-])c1 the results were JMJD2C inh 1.5, VLA-4 inh 1.9, procasp3 activ 8.7, proCasp7 act 13.1 and GRK2 inh 5.0.
For COC(=O)c1c(C)oc(C)c1S(=O)(=O)NCc1ccc(Cl)cc1Cl the results were JMJD2C inh -4.6, CTSL1 counter -5.5, VLA-4 inh 4.1, procasp3 activ 4.9, core dimer inh 5.4, PP1 inh -8.5, proCasp7 act 0.0, PP5 primary 1.1 and GRK2 inh 0.0.
`COc1ccc(C2c3c(oc4ccccc4c3=O)C(=O)N2Cc2ccncc2)cc1OC` (configuration not stated) gave JMJD2C inh 11.4, CTSL1 counter 1.4, VLA-4 inh 6.9, procasp3 activ -10.8, core dimer inh -5.5, PP1 inh -6.2, proCasp7 act -13.6, PP5 primary 2.1 and GRK2 inh 0.0.
For NC(=O)c1ccc(NC(=O)CCC(=O)c2cccs2)cc1 the results were JMJD2C inh 15.4, CTSL1 counter -6.9, VLA-4 inh 8.6, procasp3 activ 0.5, core dimer inh 3.6, PP1 inh 3.5, proCasp7 act 0.7, PP5 primary 0.5 and GRK2 inh 3.0.
For CCCNC(=O)C(Cc1ccccc1)NS(=O)(=O)c1ccc2c(c1)c(=O)n(C)c(=O)n2C (configuration not stated) the results were JMJD2C inh 5.8, CTSL1 counter -0.6, VLA-4 inh 0.8, procasp3 activ 7.5, core dimer inh -1.9, PP1 inh -1.8, proCasp7 act 2.9, PP5 primary -0.9 and GRK2 inh 1.0.
Screening C(=N\Nc1ccccn1)/c1cccnc1 returned JMJD2C inh -0.5, CTSL1 counter -4.8, VLA-4 inh 2.9, procasp3 activ -0.2, core dimer inh -13.4, PP1 inh 0.1, proCasp7 act 4.2, PP5 primary 1.7 and GRK2 inh 0.0.
CC(C)(O)C#Cc1ccccc1C(=O)NC(CC(N)=O)C(=O)O (configuration not stated) was read as JMJD2C inh -7.0, CTSL1 counter -2.2, VLA-4 inh 13.6, procasp3 activ 2.0, core dimer inh 2.9, PP1 inh -1.8, proCasp7 act -8.4, PP5 primary 0.8 and GRK2 inh 1.0.
For O=C(Nc1nnc(SCc2ccc(Cl)cc2)s1)C1CCCO1 (configuration not stated) the results were JMJD2C inh 5.4, CTSL1 counter -3.0, VLA-4 inh 8.5, procasp3 activ -3.4, core dimer inh 1.9, PP1 inh 3.3, proCasp7 act 18.0, PP5 primary 2.3 and GRK2 inh 0.0.
`O=C(NCc1ccc(C(F)(F)F)cc1)C1CC(c2cccc(F)c2)=NO1` (configuration not stated) gave JMJD2C inh 9.1, CTSL1 counter 2.6, VLA-4 inh -11.0, procasp3 activ -8.3, core dimer inh -9.9, PP1 inh 2.4, proCasp7 act -2.0, PP5 primary 0.7 and GRK2 inh 0.0.
For COc1ccc(C(=O)Nc2ccc(O)c3ccccc23)cc1 the results were JMJD2C inh 11.1, CTSL1 counter -0.2, VLA-4 inh 1.1, procasp3 activ -7.0, core dimer inh -5.5, PP1 inh -4.9, proCasp7 act -15.0, PP5 primary 4.5 and GRK2 inh 4.0.
Screening Cc1ccc2c(CN(C)Cc3cccc(Cl)c3)cc(=O)oc2c1C returned JMJD2C inh -2.1, CTSL1 counter -5.1, VLA-4 inh 5.3, procasp3 activ -5.2, core dimer inh 1.4, PP1 inh 4.5, proCasp7 act -1.9, PP5 primary 2.6 and GRK2 inh 1.0.
Screening O=C(CN1C(=O)CCSc2ccccc21)Nc1ccc2c(c1)OCCO2 returned JMJD2C inh 5.1, CTSL1 counter 2.8, VLA-4 inh 8.3, procasp3 activ 3.1, core dimer inh 3.3, PP1 inh 0.5, proCasp7 act 8.0, PP5 primary 1.9 and GRK2 inh 2.0.
CCOCCn1c(N2CCN(c3ccc(OC)cc3)CC2)nc2c1c(=O)n(C)c(=O)n2C was read as JMJD2C inh 8.2, CTSL1 counter -2.2, VLA-4 inh 0.9, procasp3 activ 0.8, core dimer inh 0.9, PP1 inh -4.7, proCasp7 act 15.5, PP5 primary 1.4 and GRK2 inh 0.0.
`O=C(N/N=C/c1ccc(F)cc1)c1cc[n+]([O-])cc1` gave JMJD2C inh 5.3, CTSL1 counter -1.1, VLA-4 inh -2.3, procasp3 activ -3.1, core dimer inh 4.6, PP1 inh -1.8, proCasp7 act 7.3, PP5 primary -0.8 and GRK2 inh 3.0.
Screening O=C(Nc1cccc([N+](=O)[O-])c1)Nc1ccc2c(c1)OCCO2 returned JMJD2C inh 10.2, CTSL1 counter 2.0, VLA-4 inh 35.1, procasp3 activ 2.8, core dimer inh -1.4, PP1 inh -2.8, proCasp7 act 7.0, PP5 primary -0.3 and GRK2 inh 0.0.
`NC(=O)c1ccc(Nc2nnc(-c3ccc(O)cc3)c3ccccc23)cc1` gave JMJD2C inh 7.1, CTSL1 counter 5.5, VLA-4 inh 4.3, procasp3 activ 1.3, core dimer inh -0.4, PP1 inh 0.6, proCasp7 act 7.7, PP5 primary -0.6 and GRK2 inh 2.0.
CCOC(=O)c1c(N)sc(C(=O)OC)c1C was read as JMJD2C inh -7.7, CTSL1 counter 1.1, VLA-4 inh 0.1, procasp3 activ 6.3, core dimer inh -2.0, PP1 inh -3.1, proCasp7 act -2.8, PP5 primary 1.4 and GRK2 inh 0.0.
Screening C/C(=N\NC(=O)c1ccn(C)n1)c1cccc(NC(=O)c2ccc(C)s2)c1 returned JMJD2C inh 6.2, CTSL1 counter 3.2, VLA-4 inh -13.0, procasp3 activ -2.6, core dimer inh 2.7, PP1 inh -0.9, proCasp7 act 2.6, PP5 primary 0.9 and GRK2 inh 1.0.
Screening Cc1c(N)ccc(-n2nc3ccccc3n2)c1C returned JMJD2C inh 3.1, CTSL1 counter -0.7, VLA-4 inh 2.4, procasp3 activ -3.7, core dimer inh -3.4, PP1 inh -5.1, proCasp7 act -2.3, PP5 primary -2.2 and GRK2 inh 1.0.
`COc1ccc(N2CCN(C(=O)CNC(=O)c3cccs3)CC2)cc1` gave JMJD2C inh -3.3, CTSL1 counter -1.2, VLA-4 inh 3.5, procasp3 activ 0.6, core dimer inh 2.8, PP1 inh -1.8, proCasp7 act -1.4, PP5 primary -1.9 and GRK2 inh 0.0.
`CCCCNC(=O)c1onc(CSc2cccc(C)c2)c1C(=O)O` gave JMJD2C inh 10.1, CTSL1 counter 2.3, procasp3 activ -1.1, core dimer inh 7.0, PP1 inh 1.0, proCasp7 act -10.4 and PP5 primary -1.4.
For CC(C)(C)c1ccc(C(=O)NC(=S)NCC2CCCO2)cc1 (configuration not stated) the results were JMJD2C inh 0.9, CTSL1 counter 0.8, VLA-4 inh 10.0, procasp3 activ -6.4, core dimer inh -3.0, PP1 inh 2.9, proCasp7 act -5.2, PP5 primary -1.1 and GRK2 inh 0.0.
For O=C(Cn1ccc2cc(S(=O)(=O)N3CCCC3)ccc21)NCCc1ccccc1 the results were JMJD2C inh -6.0, CTSL1 counter 0.3, VLA-4 inh 3.3, procasp3 activ 6.0, core dimer inh 0.7, PP1 inh 0.3, proCasp7 act 8.2, PP5 primary -0.7 and GRK2 inh 0.0.
`CCOc1ccc(NC(=O)c2ccc(S(=O)(=O)N3CCOCC3)cc2)cc1` gave JMJD2C inh 5.4, CTSL1 counter 3.8, VLA-4 inh 12.4, procasp3 activ -1.7, core dimer inh -2.3, PP1 inh -1.7, proCasp7 act -6.2, PP5 primary 3.1 and GRK2 inh 0.0.
Screening COc1ccc(NC(=O)c2ccc3nc[nH]c3c2)cc1 returned JMJD2C inh 9.5, CTSL1 counter -3.1, VLA-4 inh -4.8, procasp3 activ 2.2, core dimer inh -7.5, PP1 inh -0.7, proCasp7 act -3.8, PP5 primary 2.0 and GRK2 inh 2.0.
For COC(=O)/C(=C\Nc1ccc(Cl)c2ccccc12)c1ncc(C(F)(F)F)cc1Cl the results were JMJD2C inh -0.5, CTSL1 counter -0.1, VLA-4 inh 15.0, procasp3 activ -2.0, core dimer inh 1.7, PP1 inh -0.2, proCasp7 act -6.1, PP5 primary -0.7 and GRK2 inh 4.0.
CC(C)(C)c1ccc(C(=O)NCCc2ccccc2)cc1 was read as JMJD2C inh -1.7, CTSL1 counter 0.0, VLA-4 inh -1.0, procasp3 activ -2.8, core dimer inh 5.4, PP1 inh -2.2, proCasp7 act -2.2, PP5 primary -1.8 and GRK2 inh 5.0.
For COC(=O)CCC(=O)Nc1ccc(S(=O)(=O)Nc2cc(OC)nc(OC)n2)cc1 the results were JMJD2C inh -2.8, CTSL1 counter 4.8, VLA-4 inh -1.1, procasp3 activ 9.1, core dimer inh -19.5, PP1 inh 6.2, proCasp7 act 0.7, PP5 primary -0.3 and GRK2 inh 38.0.
For CC(C)C(=O)Nc1cc(C(F)(F)F)ccc1N1CCOCC1 the results were JMJD2C inh -0.9, CTSL1 counter -2.6, VLA-4 inh 2.9, procasp3 activ 0.5, core dimer inh -0.9, PP1 inh 6.0, proCasp7 act 4.6, PP5 primary 0.8 and GRK2 inh 0.0.
CN1CCN(NC(=O)CN2C(=O)/C(=C/c3c(Cl)cccc3Cl)SC2=S)CC1 was read as JMJD2C inh -5.2, CTSL1 counter 5.6, VLA-4 inh 7.3, procasp3 activ -23.5, core dimer inh 4.6, PP1 inh 0.8, proCasp7 act -13.2, PP5 primary -1.6 and GRK2 inh 0.0.
For C/C(=C\c1ccco1)C1Nc2cccc3cccc(c23)N1 the results were JMJD2C inh 19.7, CTSL1 counter 0.8, VLA-4 inh -2.0, procasp3 activ -25.4, core dimer inh 37.8, PP1 inh 3.0, proCasp7 act -14.7, PP5 primary 1.3 and GRK2 inh 0.0.
